UTI89 phage lysis – inhibition of K1F phage lysis, E. coli UTI89, bacterial capsule biogenesis inhibitors, alamar blue (AID 488966); E. coli UTI89 K1F phage lysis, alamar blue, 2 h; higher % means a stronger effect; one-dose inhibition, % at 100 µM; IC50 in µM for titrated hits; actives 0.02% (n = 340,000);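 active means phage lysis inhibition, versus mean bacterial control, above a set limit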;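 further: capsule biogenesis inhibitors block K1F phage lysis so surviving cells raise fluorescence; higher fluorescence means more inhibition of phage lysis; actives were called in the ten point dose series up to 300 µM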
Siah-1 displacement – Siah-1 peptide-binding antagonists, primary screen, biochemical, fluorescence polarization, rhodamine-plectin, uHTS (AID 1817). actives 0.02% (n = 290,000). one-dose displacement, % at 20 µM; IC50 in µM for titrated hits. Siah-1 / rhodamine-plectin peptide fluorescence polarization; higher % means a stronger effect;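 active means displacement of at least 50% at 20 µM, with a fluorescence ratio check between 0.3 and a set limit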;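 further: plate controls were Siah plus tracer with DMSO for no effect and tracer alone without Siah for full effect; strong numbers were not always called active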
Hep lipid drop – inhibitors of hepatocyte lipid droplet formation, primary screen, imaging, high-throughput imaging, BODIPY stain. AML12 mouse hepatocytes, oleate lipid droplets. inhibition, % at 6.5 µM. actives 0.4% (n = 240,000). AID 1656, 2009;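 active means lipid droplet intensity inhibited by at least 50%, with more than 500 cells counted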
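Test system: AML12 hepatocytes (mouse); reagent: oleate loading, 100 µM; dosing: one dose, 6.5 µM compound; incubation: overnight exposure; signal: fluorescence imaging, 20x objective, two fields per well; read-out basis: % inhibition of corrected integrated BODIPY droplet signal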
Hep lipid drop cells 6.5 µM – also measured in Hep lipid drop; calls as there; cell count; measured here: cell count, cytotoxicity flag;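 cells counted across two imaged fields per well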
Active calls of the source: *; [ ] = another dose, or the depositor's remark. A portion of the library, so the mix of outcomes need not match the whole.

Values in the order: UTI89 phage lysis	Siah-1 displacement	Hep lipid drop	Hep lipid drop cells 6.5 µM
- Cc1nn(C(C)C(=O)NCCN2CCCCCC2)c(=O)c2nn(-c3ccccc3)c(C)c12 (stereo not given)
 : -0.1%	-6.9%	-33.4	652
- O=C(CCC(=O)N1CCCC1)Nc1ccc(Cl)c(Cl)c1
 : 1.9%[50 µM]	5.8%	-4.1	762
- COc1ccc(CCC(=O)OCC(=O)Nc2ccccc2)cc1
 : 0.5%	-0.8%	9.3	809
- COCCNC(=O)C(c1ccc(O)cc1)N(Cc1ccccc1)C(=O)CCC(=O)Nc1ccccn1 (stereo not given)
 : 0.6%	-0.5%	13.1	836
- O=Cc1ccc(OCc2ccc3ccccc3c2)cc1
 : 0.8%	12.3%	-4.3	772
- NS(=O)(=O)c1ccc(CNC(=O)c2ccncc2)cc1
 : 2.3%[50 µM]	6.7%	-3.2	842
- CCC(CC)c1nnc(NC(=O)C2CC(=O)N(CCc3ccc(F)cc3)C2)s1 (stereo not given)
 : -0.4%	-4.5%	-47.2	766
- COc1ccc(C(CNC(=O)c2ccc(NS(=O)(=O)c3ccc(F)cc3)cc2)N2CCOCC2)cc1 (stereo not given)
 : 0.8%[50 µM]	0.8%	18.6	819
- CCOC(=O)c1sc(N2C(=O)C(O)=C(C(=O)c3ccc(C)o3)C2c2ccc(OC)c(OC)c2)nc1C (stereo not given)
 : 0.2%[50 µM]	-1.5%	9.4	686
- O=C(COc1ccc(S(=O)(=O)N2CCCC2)cc1Cl)NCc1cccnc1
 : 0.1%	-0.3%	-4.7	704
- COCCCN1C(=O)C(=O)/C(=C(/O)c2ccc(S(=O)(=O)N3CCOCC3)cc2)C1c1ccc(Cl)cc1 (stereo not given)
 : 0.6%	4.2%	-1.0	698
- COc1ccc(S(=O)(=O)N2CCC(C(=O)NCCc3c[nH]c4ccccc34)CC2)cc1
 : 0.2%	-2.1%	3.6	851
- Fc1ccc(OCc2nnc(-c3ccccc3Br)o2)c(Cl)c1
 : 2.4%	9.6%	14.5	783
- O=C(CCC(=O)Nc1ccc(F)cc1)N/N=C/c1ccc(O)cc1
 : 0.2%	7.0%	-0.6	831
- O=C(Cn1ccc2ccccc2c1=O)NCC(=O)Nc1ccc(F)cc1F
 : 0.3%	-8.0%	2.0	725

Single records (already shown).
Record of `COc1ccc(S(=O)(=O)N2CCC(C(=O)NCCc3c[nH]c4ccccc34)CC2)cc1` → UTI89 phage lysis = 0.2%; Siah-1 displacement = -2.1%; Hep lipid drop = 3.6; Hep lipid drop cells 6.5 µM = 851
Record of `O=C(CCC(=O)Nc1ccc(F)cc1)N/N=C/c1ccc(O)cc1` → UTI89 phage lysis = 0.2%; Siah-1 displacement = 7.0%; Hep lipid drop = -0.6; Hep lipid drop cells 6.5 µM = 831

Next entries
Values in the order: UTI89 phage lysis	Siah-1 displacement	Hep lipid drop	Hep lipid drop cells 6.5 µM
- Cc1sc(NC(=O)C2CSC3(C)CCC(=O)N23)nc1-c1ccc(F)cc1 (stereo not given)
 : 0.0%	5.8%	7.5	807
- COc1ccc(CCn2c(=N)c(C(=O)NCCN3CCOCC3)cc3c(=O)n4cccc(C)c4nc32)cc1OC
 : 2.9%	2.9%	0.8	692
- CCc1ccc(OCC(=O)N2CC(C(=O)OC)Oc3ccccc32)cc1 (stereo not given)
 : 0.0%	1.2%	-13.3	749
- O=C(Nc1ccccc1Cc1ccccc1)c1ccncc1
 : 0.5%	13.5%	9.5	712
- O=C(COC(=O)CCc1ccccc1)Nc1cc([N+](=O)[O-])ccc1F
 : 0.2%	5.0%	2.2	813
- COc1cc(C2N(C)C(=O)c3ccccc3N2C)ccc1O (stereo not given)
 : 0.0%	-2.5%	1.2	833
- COC(=O)C1CCN(C(=O)c2ccc3oc(Cc4ccc(Cl)cc4)nc3c2)CC1
 : -0.1%	2.4%	1.0	681
- COc1ccc(C(=O)N/C(=C\c2cn(S(=O)(=O)N(C)C)c3ccccc23)C(=O)NCCN2CCOCC2)cc1OC
 : 0.1%	5.7%	3.5	761
- Cc1c(Cl)cccc1NC(=O)C1CCCN(S(C)(=O)=O)C1 (stereo not given)
 : 0.2%	-0.2%	-21.1	765
- Cc1cc2c(cc1S(=O)(=O)N(C)Cc1ccccc1)OCC(=O)N2
 : 5.9%	-2.2%	1.8	835
- Cn1cnc2c1c(=O)n(Cc1ccc(Cl)cc1Cl)c(=O)n2C
 : 0.2%	11.2%	-6.7	853
- O=C(CCC1CCCC1)NNC(=O)c1cc2ccccc2cc1O
 : -0.2%	2.7%	-14.3	815
- Cc1ccccc1C(=O)O/N=C(\N)c1ccccc1
 : -0.1%	4.6%	10.3	422
- CN(CCC1CCOCC1)C(=O)CC1C(=O)NCCN1Cc1cccc(F)c1 (stereo not given)
 : 0.8%[50 µM]	5.3%	12.3	861
- CS(=O)(=O)N(CC(=O)N1CCN(Cc2ccccc2)CC1)c1cccc(F)c1
 : 0.5%	-2.7%	-4.2	810

Taken from above.
In Siah-1 displacement, `O=C(CCC1CCCC1)NNC(=O)c1cc2ccccc2cc1O` is listed with 2.7%
In Hep lipid drop, `COC(=O)C1CCN(C(=O)c2ccc3oc(Cc4ccc(Cl)cc4)nc3c2)CC1` is listed with 1.0
In Siah-1 displacement, `O=C(Nc1ccccc1Cc1ccccc1)c1ccncc1` is listed with 13.5%
In Hep lipid drop cells 6.5 µM, `O=C(COC(=O)CCc1ccccc1)Nc1cc([N+](=O)[O-])ccc1F` is listed with 813
In Hep lipid drop cells 6.5 µM, `CCc1ccc(OCC(=O)N2CC(C(=O)OC)Oc3ccccc32)cc1` (stereo not given) is listed with 749

An excerpt of these results, field by field:
O=C(CCC1CCCC1)NNC(=O)c1cc2ccccc2cc1O
  UTI89 phage lysis: -0.2% | Siah-1 displacement: 2.7% | Hep lipid drop: -14.3 | Hep lipid drop cells 6.5 µM: 815

CCc1ccc(OCC(=O)N2CC(C(=O)OC)Oc3ccccc32)cc1 (stereo not given)
  UTI89 phage lysis: 0.0% | Siah-1 displacement: 1.2% | Hep lipid drop: -13.3 | Hep lipid drop cells 6.5 µM: 749

COC(=O)C1CCN(C(=O)c2ccc3oc(Cc4ccc(Cl)cc4)nc3c2)CC1
  UTI89 phage lysis: -0.1% | Siah-1 displacement: 2.4% | Hep lipid drop: 1.0 | Hep lipid drop cells 6.5 µM: 681

CN(CCC1CCOCC1)C(=O)CC1C(=O)NCCN1Cc1cccc(F)c1 (stereo not given)
  UTI89 phage lysis: 0.8%[50 µM] | Siah-1 displacement: 5.3% | Hep lipid drop: 12.3 | Hep lipid drop cells 6.5 µM: 861

New compounds follow.
Values in the order: UTI89 phage lysis	Siah-1 displacement	Hep lipid drop	Hep lipid drop cells 6.5 µM
- O=C(NCc1cccs1)C1CCCN(C(=O)Nc2ccc(F)cc2)C1 (stereo not given)
 : 0.6%	-1.2%	-37.8	772
- Cn1cc(C(=O)C(=O)NC2CCCCC2)c2ccccc21
 : 0.1%	5.3%	14.1	793
- CC(=O)Nc1ccc(S(=O)(=O)N/N=C/c2ccc(C)o2)cc1
 : 0.1%	5.8%	-18.2	835
- CCOC(=O)c1cccc(NC(=O)CCNS(=O)(=O)c2cccc3nonc23)c1
 : 0.1%	5.4%	0.6	760
- Cc1nc(NC(=O)c2cnccn2)ccc1Br
 : -0.8%[50 µM]	-2.3%	36.3	617
- Cc1nn(C(C)C(=O)N2CCOCC2)c(=O)c2nn(-c3ccccc3)c(C)c12 (stereo not given)
 : 0.4%	-4.6%	-4.0	659
- Cn1c(SCc2cccc(F)c2)nnc1-c1ccncc1
 : -0.1%	1.2%	-1.8	772
- Cc1cc(C)cc(NC(=O)CSc2n[nH]c(-c3cccnc3)n2)c1
 : -0.4%	0.8%	-3.6	796
- C[C@]12CCC(=O)CC1CCC1C2CC[C@@]2(C)C1CC[C@@]21CCO1 (stereo not given in full)
 : 0.5%[50 µM]	-2.7%	-4.2	821
- O=C(NCCN1CCOCC1)/C(=C\c1ccccc1F)NC(=O)c1ccccc1
 : -0.1%	3.8%	-28.4	664
- CC(=O)N1c2ccc(S(=O)(=O)NCCC(=O)Nc3ncccc3C)cc2CC1C (stereo not given)
 : 0.2%	4.8%	22.5	725
- COCCn1nnnc1CN1CCN(C(=O)c2ccco2)CC1
 : 0.3%	1.5%	20.1	784
- Cc1ccc(C)c(OCc2cc(C(=O)N3CCN(C(=O)c4ccco4)CC3)no2)c1
 : -0.2%	-3.3%	-36.6	640
- NC(=O)c1cc(S(=O)(=O)N2CCCCC2)cs1
 : 1.4%	14.1%	3.5	760
- O=c1[nH]c(/C=C/c2ccc(Br)cc2)nc2ccccc12
 : 0.2%	5.1%	13.3	821
- CCN(CCN(C)C)C(=O)C1CCN(S(=O)(=O)c2c(C)noc2/C=C/c2ccccc2F)CC1
 : 0.2%	3.5%	-8.5	638
- COc1ccc(CCNC(=O)CCNC(=O)N2CC(=O)Nc3ccccc32)cc1
 : -0.1%	-2.6%	-7.2	708
- CC1CN(C(=O)CCC(=O)NCCCN2CCC(Cc3ccccc3)CC2)c2cc(Cl)ccc2O1 (stereo not given)
 : 0.5%	-5.4%	-26.9	664
- Cn1c(CNC(=O)CNC(=O)c2cccc(Cl)c2)cc(=O)n(C)c1=O
 : 0.1%	-4.2%	-1.3	717
- O=C(Nc1cccc(F)c1)c1ccc2c(c1)OCCO2
 : -0.1%	-3.2%	-4.1	774
- CC(=O)N1CCc2cc(S(=O)(=O)N3CC(C)CC(C)C3)ccc21 (stereo not given)
 : 0.2%	4.6%	7.7	693
- CSC[C@H](NC(=O)COc1cc2c(c3oc(=O)c(C)c(C)c13)CCC(C)(C)O2)C(=O)O
 : -2.0%[50 µM]	0.1%	-13.1	761
- COC(=O)c1ccc(NS(=O)(=O)NC(=O)c2cn(C)c3ccccc23)cc1
 : -0.1%	4.0%	-2.6	732
- Cc1ccc(NC(=O)CCS(=O)(=O)c2ccc3c(c2)NC(=O)C(C)S3)nc1 (stereo not given)
 : 0.2%	11.5%	2.8	746
- O=C(O)CCNC(=O)/C(=C\c1ccco1)NC(=O)c1ccco1
 : 0.9%	-2.0%	3.6	788
- Cc1cccc(N(Cc2ccccc2)C(=O)c2ccc(CS(C)(=O)=O)cc2)c1
 : -0.3%[50 µM]	-7.9%	-3.5	619
- C[C@]12C=CC(=O)C=C1CC[C@@H]1C2[C@@H](O)C[C@@]2(C)C1CC[C@]2(O)C(=O)COC(=O)CCC(=O)O (stereo not given in full)
 : 0.5%[50 µM]	-1.5%	12.3	386
- CCn1c(O)c2ccc(C(=O)N=NC(=O)c3ccccc3)cc2c1O
 : 0.0%	3.1%	3.5	874
- COCc1nnc(NC(=O)CCc2ccc(OC)cc2)s1
 : 0.2%	-1.6%	-1.6	841
- Cc1ccc(-c2nnc(-c3ccccc3Br)o2)cc1
 : 0.3%	6.2%	11.5	787
- Cc1cccc(N2CC(C(=O)Nc3nccs3)CC2=O)c1C (stereo not given)
 : -0.6%	0.6%	3.8	846
- C/C(CC(=O)Nc1ccc(N(C)C)cc1)=N\NC(=O)c1ccc([N+](=O)[O-])cc1
 : -1.0%	-4.1%	-2.2	822
- Cc1ccc(OCC(=O)NNC(=S)NC(=O)C2CC2)c(C)c1
 : 0.8%	-4.9%	3.1	648
- Cc1ccc(NC(=O)Cn2nnc(C(=O)NCCc3ccccc3)c2N)cc1Cl
 : 0.5%	7.5%	4.2	725
- O=C(c1ccco1)N1CCN(c2ccc([N+](=O)[O-])cn2)CC1
 : 1.5%[50 µM]	-0.3%	-13.3	702
- COc1ccc(CNC(=O)CN(C(=O)c2csnn2)c2cccc(F)c2)cc1
 : -0.1%	-0.2%	-13.3	802
- Cc1ccc(C)c(Cn2c3ccccc3c3cnn(CC(=O)NCCN4CCOCC4)c(=O)c32)c1
 : 0.5%	-1.5%	10.7	753
- OC(c1ccc(Cl)cc1)c1nccc2ccccc12 (stereo not given)
 : 2.0%	-2.5%	2.0	844
- CC(=O)N1CC(=O)N(CC(=O)Nc2ccc(Br)cc2)C1=S
 : 0.1%	3.7%	-27.6	756
- CCOC(=O)N1CCN(CCC(=O)Nc2ccc(F)c(F)c2)CC1
 : 0.1%	5.8%	1.6	826
- CC(=O)Oc1ccc(C2(C)CC(C)(C)Oc3cc(OC(C)=O)ccc32)c(OC(C)=O)c1 (stereo not given)
 : -0.5%	-0.5%	-6.1	797
- Cc1ccc(C)c(NC(=S)N2CCN(c3ccccn3)CC2)c1
 : 0.8%	3.0%	0.5	851
- CC(=O)N1CCCc2cc(S(=O)(=O)N3CCCC(C(=O)NCc4ccc(Cl)cc4)C3)ccc21 (stereo not given)
 : -0.1%	0.8%	-8.0	695
- COc1cccc2cc(-c3nnc(SCC(=O)Nc4ccc(NC(C)=O)cc4)n3C)oc12
 : 0.1%	-0.5%	13.9	836
- Cc1cc(C)c2c(c1)c1nnc(SCCN3CCOCC3)nc1n2C
 : 0.1%	2.7%	14.4	837

Source: PubChem BioAssay
